# 12-LOX inh – inhibitors of human 12S-lipoxygenase ALOX12 | P18054 | purified 12hLO, xylenol orange hydroperoxide absorbance | Potency, µM (top dose mostly 108 µM), for inactives: at the highest dose activity change, negative = inhibition, most hits filed as inhibitors | 580,000 compounds, 1.1% hits | AID 1671190; active means well fitted inhibition curve with a large enough effect; inconclusive means small, poorly fitted or top-dose-only effect, or another doubt; inactive means no such curve, though single readings can be large or run the other way
# Target sequence (P18054 whole entry, looked up): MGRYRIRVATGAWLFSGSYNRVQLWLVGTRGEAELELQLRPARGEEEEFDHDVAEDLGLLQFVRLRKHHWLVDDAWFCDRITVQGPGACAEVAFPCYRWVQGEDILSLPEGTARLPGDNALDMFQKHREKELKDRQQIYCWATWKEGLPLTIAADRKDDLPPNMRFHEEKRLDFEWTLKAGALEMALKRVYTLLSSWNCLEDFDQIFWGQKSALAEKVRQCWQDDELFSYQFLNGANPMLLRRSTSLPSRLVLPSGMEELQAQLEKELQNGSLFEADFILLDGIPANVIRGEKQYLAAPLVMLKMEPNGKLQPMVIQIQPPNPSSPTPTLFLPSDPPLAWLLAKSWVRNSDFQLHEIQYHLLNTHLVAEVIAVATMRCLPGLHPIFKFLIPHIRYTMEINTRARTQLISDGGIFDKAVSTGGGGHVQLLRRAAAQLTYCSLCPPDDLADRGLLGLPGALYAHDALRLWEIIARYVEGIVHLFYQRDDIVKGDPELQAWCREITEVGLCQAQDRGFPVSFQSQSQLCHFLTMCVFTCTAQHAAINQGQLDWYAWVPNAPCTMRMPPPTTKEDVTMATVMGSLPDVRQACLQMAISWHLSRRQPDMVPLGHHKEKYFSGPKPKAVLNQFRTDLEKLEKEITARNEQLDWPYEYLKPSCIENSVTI
#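 Purified human 12hLO (150 nM final) in 25 mM Hepes, 0.01% Triton X-100, pH 7.0 was preincubated 15 min at room temperature with compound. Then 40 uM arachidonic acid was added, 30 min. Hydroperoxide was read by Fe-XO absorbance ratio 573/405 nm.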
# * marks the source's active call; other numbers are inactive results; ? = inconclusive; [ ] = remark or other dose. On the % scale 0 is the no-effect control and ±100 the full control effect; potency means the concentration at half of the fitted maximal effect. The list is partial; count on the stated rates, not on these rows.
SMILES,12-LOX inh
COc1cc(OC)cc(C(=O)N2CCCC(c3noc(COc4ccccc4)n3)C2)c1 (stereo not given),-13%
COc1cccc(S(=O)(=O)N2CCCCC2c2nc(-c3cnccn3)n[nH]2)c1 (stereo not given),16%
CC(C)n1c(SCC(=O)NCc2cccs2)nnc1-c1ccc2c(c1)OCCCO2,-5%
Cc1ccc(/C=C2\Cc3ccccc3C2=O)cc1,-11%
CC(C)N1C(=O)C2(CCCC2)C1C(=O)N1CCN(Cc2ccccc2)CC1 (stereo not given),-2%
CCN1CC(c2ccccc2)CC2(CCN(C(=O)CCn3cccn3)CC2)C1 (stereo not given),7%
CC(C)c1c(C(=O)N(C)C2CCN(C)CC2)cnn1-c1nccc(-c2ccco2)n1,3%
COc1ccccc1-c1c(C(F)(F)F)oc2cc(OC(C)C(=O)OC(C)C)ccc2c1=O (stereo not given),19%
Cc1cc(=O)n(CC(=O)Nc2cccc(F)c2)c(-c2ccccc2)n1,6%
O=C(c1ccc(C(F)(F)F)cc1)N1CCCC2(C1)C(=NC1CCCC1)NC(=O)N2c1cccnc1 (stereo not given),6%[6.33 µM]
Cc1noc(C)c1[S+](=O)([O-])N(C)Cc1cccn1C,19%[176 µM]
Cc1cc(C)cc(NC(=O)c2cc3c(cc2C)OCCCO3)c1,-6%
CC(C)N1CCC(OCCCNC(=O)C2Cn3cccc3C(=O)N2)CC1 (stereo not given),3%
O=C(Nc1cccc(F)c1)N1CCCC(c2nn[nH]n2)C1 (stereo not given),?
O=C(c1ccc(C(F)(F)F)cc1)N1CCC2(C1)C(=NC1CCCCC1)NC(=O)N2c1cccnc1 (stereo not given),7%[6.33 µM]
COC(=O)c1ccc(Oc2coc3cc(OCc4ccc(Cl)cc4)ccc3c2=O)cc1,1%
NC(=O)[C@@H](Cc1c[nH]c2ccccc12)NC(=O)[C@@H]1CN(C(=O)Nc2ccccc2)CCN1C(=O)c1cccs1,-9%
CNC(=O)c1cn2c(n1)CN(C(=O)c1ccccc1)CC2,2%[12.5 µM]
COc1ccc(-c2nnc([C@H]3CCN(Cc4ncc[nH]4)C3)o2)cc1,97%[activator][176 µM]
O[C@H]1[C@H](NCC2CCCC2)[C@@H](C2CCCCC2)C[C@H]1O,39%[activator][176 µM]
O=C(Cn1ccn2nc(-c3ccc(F)cc3)c(CO)c2c1=O)N1CCC(Cc2ccccc2)CC1,27%
CC(C)n1c(CNC(=O)Cn2nc3c(cc2=O)CCCCC3)nc2ccccc21,82%[activator]
Cc1nn(-c2ccc(=O)[nH]n2)c2c1C(c1ccc(-c3ccc(F)cc3)o1)CC(=O)N2 (stereo not given),?
O=C(Cn1ccc(=O)[nH]c1=O)N1CCN(Cc2ccccc2)CC(O)C1 (stereo not given),40%[activator]
O=C(Cc1c[nH]c2ncc(-c3ccccc3F)cc12)N1CCOCC1,0%[176 µM]
Cc1ccccc1N(C)C1CN(Cc2ccc(C(F)(F)F)cc2)C1,5%[6.33 µM]
O=C(NC(C(=O)N1CCCCC1)C1CCN(C(=O)c2ccccc2F)CC1)c1ccccc1 (stereo not given),12%
COc1ccccc1CCN1CCC(CN(C)Cc2n[nH]c(C)n2)CC1,64%[activator]
O=C(Nc1ccc(F)c(F)c1)C1CCN(C(=O)c2ncn3c2COC(c2ccccc2)C3)CC1 (stereo not given),49%[activator]
c1ccc(CNCC2CCCO2)cc1 (stereo not given),6%
COc1ccc2[nH]cc(CCNc3ncnc4ccc(-c5cccnc5)cc34)c2c1,-7%
CC(=O)c1cccc(NC(=O)COC(=O)c2ccc(C3Nc4ccccc4S(=O)(=O)N3)cc2)c1 (stereo not given),-13%
O[C@H]1[C@H](n2cc(-c3cccc(F)c3)nn2)c2ccccc2C12CCNCC2,-6%
COC(=O)C1=C(C)OC(N)=C(C#N)C1c1ccc(C)cc1C (stereo not given),?
Cc1[nH]c2ccccc2c1C1c2ccccc2C(=O)N1CCC(=O)NCCN(C)C (stereo not given),12%
O=C1CCN(C(=O)C2CCN(C(=O)c3ccc4ccccc4n3)CC2)CCCCCCN1,3%
CC1CN(c2ccccc2C#N)C(=O)CN1C(=O)c1cnc2ccccc2c1 (stereo not given),34%
Cc1ncoc1C(=O)NCc1cccnc1N(C)Cc1ccccc1,?
Oc1ccc(-c2nc(-c3ccc(Cl)cc3)cs2)cc1,14µM*
N#Cc1nc(COc2ccc(Br)cc2)oc1N1CCC(C(N)=O)CC1,21%

# 16 entries already listed, arranged by length of the SMILES, rising:
SMILES,12-LOX inh
c1ccc(CNCC2CCCO2)cc1 (stereo not given),6%
Oc1ccc(-c2nc(-c3ccc(Cl)cc3)cs2)cc1,14µM*
Cc1ncoc1C(=O)NCc1cccnc1N(C)Cc1ccccc1,?
COC(=O)C1=C(C)OC(N)=C(C#N)C1c1ccc(C)cc1C (stereo not given),?
COc1ccccc1CCN1CCC(CN(C)Cc2n[nH]c(C)n2)CC1,64%[activator]
O=C(Cc1c[nH]c2ncc(-c3ccccc3F)cc12)N1CCOCC1,0%[176 µM]
CC1CN(c2ccccc2C#N)C(=O)CN1C(=O)c1cnc2ccccc2c1 (stereo not given),34%
O=C(Cn1ccc(=O)[nH]c1=O)N1CCN(Cc2ccccc2)CC(O)C1 (stereo not given),40%[activator]
CC(C)n1c(CNC(=O)Cn2nc3c(cc2=O)CCCCC3)nc2ccccc21,82%[activator]
COc1ccc2[nH]cc(CCNc3ncnc4ccc(-c5cccnc5)cc34)c2c1,-7%
Cc1[nH]c2ccccc2c1C1c2ccccc2C(=O)N1CCC(=O)NCCN(C)C (stereo not given),12%
O=C1CCN(C(=O)C2CCN(C(=O)c3ccc4ccccc4n3)CC2)CCCCCCN1,3%
O[C@H]1[C@H](n2cc(-c3cccc(F)c3)nn2)c2ccccc2C12CCNCC2,-6%
O=C(NC(C(=O)N1CCCCC1)C1CCN(C(=O)c2ccccc2F)CC1)c1ccccc1 (stereo not given),12%
O=C(Nc1ccc(F)c(F)c1)C1CCN(C(=O)c2ncn3c2COC(c2ccccc2)C3)CC1 (stereo not given),49%[activator]
CC(=O)c1cccc(NC(=O)COC(=O)c2ccc(C3Nc4ccccc4S(=O)(=O)N3)cc2)c1 (stereo not given),-13%

# Following part
SMILES,12-LOX inh
Cc1noc(C)c1CN1C[C@@H]2[C@H](C1)N(CCOc1ccccc1)C(=O)C(C)(C)[S+]2(=O)[O-],-2%
O=C1N(CCCCOc2ccccc2)c2ccccc2NC12CCNCC2,59%[activator]
CCCc1nnc(NC(=O)Cn2ccc3c(Cl)cccc32)s1,3%
Cc1ccc(C2=CC(c3ccc(F)cc3)n3nnnc3N2)cc1 (stereo not given),?
O=C1Nc2ccccc2OCC12CCN(Cc1cccs1)CC2,43%[activator][176 µM]
CC(C)CCN1CCNC(=O)C1CC(=O)NCc1ccc(O)cc1O (stereo not given),9%
O=C(CN1CCN(c2cnn(-c3ccccc3)c(=O)c2Cl)CC1)Nc1ccc2c(c1)OCCO2,-28%
COc1cccc(C(=O)N2[C@@H]3CC[C@H]2CC(NC(=O)c2cnc(C)cn2)C3)c1C (stereo not given in full),4%
CC(C)CN1CCN(CCc2ccccc2)CC1,3%
CN(CCO)CC1(O)CCCN(Cc2cccc(F)c2F)C1=O (stereo not given),17%
CC(=O)N1CCN(c2cc(-c3ccccc3)nc3c(C)noc23)CC1,?
CC(=O)c1ccc(OCc2coc(-c3cccc(Cl)c3)n2)cc1,?
Fc1ccc(-c2cnc([C@@H]3COCCN3C3CCC3)[nH]2)cc1,23%[176 µM]
O=C(CCNC(=O)c1cnccn1)NC1CCCc2c1[nH]c1c(Cl)cccc21 (stereo not given),24%
CCCS(=O)(=O)N1CCN(c2ccc(N3CCCCC3)nn2)CC1,?
CCNc1c(NS(=O)(=O)c2ccc(C)c(C)c2)c(=O)oc2ccccc12,?
CN(C)CCNc1oc(-c2ccc(F)cc2)nc1S(=O)(=O)c1ccc2c(c1)OCCO2,32µM*
O=C(c1ccccc1)N1CCC(n2cc(-c3nc(-c4ccccc4)no3)nn2)C1 (stereo not given),15%
O=C(NC1CCCc2c1[nH]c1ccc(Cl)cc21)c1ccncc1 (stereo not given),34%
CCN1C(=O)C(CC(=O)NCc2ccccc2)Sc2ncccc21 (stereo not given),10%
COCCNC(=O)[C@@H]1C[C@H](Oc2ccccc2)CN1C(=O)c1ncoc1-c1cccc(C)c1,8%
CC(Cc1cnccn1)NC(=O)CC1c2ccccc2CCc2ccccc21 (stereo not given),17%
Cc1cc(CNC(=O)C2CC(=O)N(C(C)(C)C)C2)n(C)n1 (stereo not given),21%
CC(C)(C)c1[nH]nc2c1C(c1ccnc3ccccc13)CC(=O)N2 (stereo not given),15%
CCn1c(-c2ccccc2)nn(CC(=O)N(C)C(C)c2ccon2)c1=O (stereo not given),14%
CCN1CCN(CC(O)COc2cccc(CNCCCc3scnc3C)c2)CC1 (stereo not given),48%[activator]
COc1ccccc1CNC(=O)CC1CCCN(c2cnn(CC3CC3)c(=O)c2)C1 (stereo not given),-1%
CCC(Sc1nc2ncccc2c(=O)n1Cc1ccccc1)C(=O)Nc1ccc(OC)cc1 (stereo not given),-10%
COc1ccc(-c2nc(C(C)C)nc3c2CCN(C(=O)NC2CCCC2)CC3)cc1,11%
c1ccc(CN2CCNc3cnc(Nc4ccc(N5CCOCC5)cc4)cc3C2)cc1,143%[activator][176 µM]

# Shown as labelled records: entries from further up.
> COCCNC(=O)[C@@H]1C[C@H](Oc2ccccc2)CN1C(=O)c1ncoc1-c1cccc(C)c1
  12-LOX inh: 8%

> CC(Cc1cnccn1)NC(=O)CC1c2ccccc2CCc2ccccc21 (stereo not given)
  12-LOX inh: 17%

# More results
SMILES,12-LOX inh
O=C(CCC[C@@H]1[C@H]2CCCN3CCC[C@@H](CN1Cc1cccnc1)[C@@H]23)N1CCN(C2CCCC2)CC1,33%[activator]
COc1ccc(CCNC(=O)c2ccc3c(c2)N(Cc2ccccc2)C(=O)CS3=O)cc1OC (stereo not given),-5%
O=C(Cn1c(=O)c2c(ncn2C2CCCC2)n(Cc2ccccc2)c1=O)Nc1ccccc1,?
CC(CC(=O)Nc1ccc(C(=O)NC2CC2)cc1)(C(=O)O)c1ccccc1 (stereo not given),8%
c1cncc(CCn2ccnc2-c2cc3n(n2)CCCNC3)c1,120%[activator]
O=C(NCc1ccco1)c1ccc2c(c1)N(Cc1ccccc1)C(=O)c1ccccc1S2=O (stereo not given),-7%
CCOc1ccc(NC(=O)Cn2ncn3nc(-c4cc(C)ccc4C)cc3c2=O)cc1,-2%
CN1c2cc(C(=O)N3CCN(c4ccccc4Cl)CC3)ccc2C(=O)N2CCCCC21 (stereo not given),14%
CCn1ncc(CN2C[C@@H](CO)[C@H](c3ccncc3)C2)c1C,88%[activator]
CCCCCCCCOc1ccc(/C=C(/C#N)c2ccccn2)cc1,?
CC(C)CN1CCN(CCO)CC1,-20%
CCN(CC)CCCNC(=O)CNc1nc(Cl)nc2nc[nH]c12,-15%
CC(C)C[C@@H]1N[C@H](C(=O)NCCN2CCOCC2)Cc2cn(Cc3ccccn3)c3cccc1c23,10%
CC(=O)N1CC2(CCCN(Cc3ccccn3)C2)Cc2ccccc21 (stereo not given),0%[6.33 µM]
O=C(c1n[nH]c2ccccc12)N1CC(Oc2ccccc2-c2nc(-c3ccccc3)no2)C1,?
Cc1ccc(S(=O)(=O)NCc2ccccc2Br)cc1,-1%
CC(C)NC(=O)C1CCc2nnc(-c3ccc(Cl)cc3Cl)n21 (stereo not given),1%[6.33 µM]
CCNC(=O)[C@@H]1C[C@H](NC(=O)c2cncnc2C)CN1CCCSC,-1%
CCCN(CC1CCOC1)S(=O)(=O)c1ccc(F)c(C)c1 (stereo not given),40%[activator]
CC(C)CC(N)c1nnc2n1CCNCC2 (stereo not given),111%[activator]
O=C(c1ccc2c(c1)OCO2)N(Cc1ccccc1)Cc1ccccc1,?
COc1cc(/C=C(/C#N)C(=O)Nc2ccccc2C(F)(F)F)ccc1OCc1ccc(F)cc1,-14%
Cc1ccc2c(ccn2CCNC(=O)C[C@H]2NC(=O)c3ccccc3NC2=O)c1,61%[activator]
CCCCCC(C)NC(=O)c1ccc(C)c(C)c1 (stereo not given),-24%
O=[N+]([O-])c1cccc(N=Cc2ccncc2)c1,41%[activator]
CC(C)C1=NOC2(CCN(C(=O)c3ccccc3F)CC2)C1,31%[176 µM]
CC1(C(=O)NCCCn2ccnc2)CCc2cnc(NCc3ccccc3)nc21 (stereo not given),11%[176 µM]
COc1ccc(/C=C2\Oc3cc(OS(C)(=O)=O)ccc3C2=O)c(OC)c1,-18%
CC(C)CN1CCNC(=O)C1CC(=O)NC(C)(C)Cc1ccc(F)cc1 (stereo not given),-2%
NC(=O)C1CCN(C(=O)Cc2cccc(C(F)(F)F)c2)CC1,-3%
CCN1CCN(CC(=O)N2CCNC(=O)C2CC(=O)Nc2ccc(F)cc2)CC1 (stereo not given),3%
COc1ccccc1NC(=O)CSc1nnc(CN2CCCCC2)n1-c1ccc(F)cc1,2%
CCCCN1C(=O)CC[C@H]2CN(C(=O)C3CCC(OC)CC3)CC[C@H]21 (stereo not given in full),3%
CCN(CC)CC#CC(OC)(c1ccccc1)C1CCCC1 (stereo not given),?
CC(C)NC(=O)C1CCC(=O)N1C1CCN(C(=O)C2CCCCC2)CC1 (stereo not given),53%[activator]
Cc1ccccc1C(=O)Oc1ccc(Sc2ccc(O)cc2)cc1,3%
S=C(NCCSc1ccc(Cl)cc1)Nc1cccc(Cl)c1,35µM*
CC(C)CNC(=O)C1COC2(CCCCC2)N1C(=O)c1cccc(Cl)c1 (stereo not given),11%
CC(C)(C)CNC1(Cc2cc(CCO)on2)COC1,35%[176 µM]
COc1ccc(C2Cn3nnc(C(=O)N4CCC(C(=O)NCC5CC5)CC4)c3CO2)cc1 (stereo not given),41%[activator]

# Source: PubChem BioAssay (National Center for Advancing Translational Sciences (NCATS))
